TDP-43 yeast inh: qHTS of TDP-43 Inhibitors. AID 652104, 2013. 1.8% of 410,000 active. Potency, µM (titrated, usually from 46.1 µM), for inactives: at the highest dose growth rescue (activation), hits mostly activators. TDP-43 expressing yeast growth rescue, BacTiter-Glo, 24 h; further: % of control where 0% means no effect; nearly all actives have a fitted effect of over 50% in size
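Yeast cells expressing TDP-43 under galactose induction are exposed to compounds for 24 hr at 30 deg C. BacTiter-Glo luminescence measures growth, so protective compounds score as activators.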
KB-3-1 tox: qHTS assay for MDR1-selective chemotherapeutics: Primary screen using the parental adenocarcinoma cell KB-3-1; 1.4% of 400,000 active; Potency, µM (doses to about 46.1 µM), for the others: at the highest dose activity change, negative = cytotoxic, actives largely listed as cytotoxic; KB-3-1 viability, CellTiter-Glo ATP luminescence, 72 h; further: on the % scale 0 is the no-effect control and ±100 the full control effect; nearly all actives have a fitted effect of over 60% in size
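Cytotoxicity in the drug-sensitive parental line KB-3-1 was scored as loss of CellTiter-Glo luminescence following 72 h incubation with compound. Values come from curve fitting of normalized concentration-response data.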
GLP1R cytotox: qHTS of GLP-1 Receptor Inverse Agonists: Cytotox Screen; AID 624418, 2012; HEK293 cAMP-luciferase reporter cells, luminescence, 24 h; 0.13% of 410,000 active; Potency, µM (highest dose often 38.3 µM), for the others: top-dose activity change, negative = inhibition, usual class: inhibitors;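 further: loss of luciferase light is scored as toxicity; on the % scale 0 is the no-effect control and ±100 the full control effect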
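Luminescence readout: signal drop marks cytotoxicity. Plated cells grew 12 h at 37 °C, 5% CO2, received 23 nL compound for 24 h, then got luciferase reagent, read after 12 min at RT.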
HT1080-NT tox: qHTS for induction of synthetic lethality in tumor cells producing 2HG: qHTS for the HT-1080-NT fibrosarcoma cell line | 1.6% of 360,000 active | HT-1080-NT fibrosarcoma viability, CellTiter-Glo ATP luminescence, 48 h | Potency, µM (series often up to 46.1 µM), without a hit: top-dose activity, negative = less viability, hits mostly cytotoxic;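 further: NT is the 2HG producing partner of a matched IDH1 knockdown line; 0% = DMSO-treated cells and -100% = media-only wells without cells; nearly all actives have a fitted effect of over 55% in size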
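Toxicity toward the 2HG-producing NT line was scored as %Activity, normalised to DMSO and no-cell wells, from CellTiter-Glo luminescence after 48 hours' treatment.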
KB-V1 MDR tox: qHTS assay for MDR1-selective chemotherapeutics: Primary screen using the drug-selected MDR subline cells KB-V1 | KB-V1 MDR cells viability, CellTiter-Glo, 72 h | Potency, µM (top dose mostly 46.1 µM), for the others: at the top dose activity change, negative = cytotoxicity, most hits filed as cytotoxic | 3.4% of 400,000 active | AID 1347076, 2019; further: on the % scale 0 is the no-effect control and ±100 the full control effect; nearly all actives have a fitted effect of over 60% in size
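In this primary screen, KB-V1 cells overexpressing P-gp are incubated with library compounds (lowest to highest concentration) for 72 h at 37 degrees C before a luminescent ATP viability read.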
HT1080 IDH1KD tx: qHTS for induction of synthetic lethality in tumor cells producing 2HG: qHTS for the HT-1080-IDH1KD cell line; HT-1080 IDH1 knockdown viability, ATP luminescence, 48 h; Potency, µM (highest dose often 46.1 µM), for the others: top-dose activity, negative = toxicity, usual class: cytotoxic; 2% of 360,000 active;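 further: 0% = DMSO wells and -100% = cell-free medium wells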
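CellTiter-Glo luminescence after 48 h compound exposure at 37 degrees C of IDH1-knockdown HT-1080 cells in 5% FBS RPMI. %Activity scaled between DMSO wells and cell-free media wells, with curves fitted and assigned curve classes.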
SW480 rereplic: A quantitative high throughput screen for small molecules that induce DNA re-replication in SW480 colon adenocarcinoma cells. SW480 DNA re-replication, Hoechst DNA content imaging, 48 h. Potency, µM (doses to about 46.1 µM), for the others: top-dose re-replication activation, hits mostly activators. 1.8% of 340,000 active. AID 624297, 2012; further: % of control where 0% means no effect; nearly all actives have a fitted effect of over 55% in size
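Quantitative HTS format with DMSO vehicle controls; 48 hr drug incubation at 37 C, then 40 min Hoechst staining and scanning imager measurement at 405 nm excitation.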
GLP-1R agonist: qHTS of GLP-1 Receptor Agonists; Glucagon-like peptide 1 receptor (Homo sapiens), P43220; HEK293 GLP-1R CRE-luciferase, luminescence, 4-6 h; cells express a hypersensitive GLP-1R form; Potency, µM (titrated, usually from 45.6 µM), inactives show at the highest dose activation, actives largely listed as activators; 0.007% of 380,000 active; AID 624172, 2012; further: % of control where 0% means no effect
Target sequence (P43220 whole entry, looked up): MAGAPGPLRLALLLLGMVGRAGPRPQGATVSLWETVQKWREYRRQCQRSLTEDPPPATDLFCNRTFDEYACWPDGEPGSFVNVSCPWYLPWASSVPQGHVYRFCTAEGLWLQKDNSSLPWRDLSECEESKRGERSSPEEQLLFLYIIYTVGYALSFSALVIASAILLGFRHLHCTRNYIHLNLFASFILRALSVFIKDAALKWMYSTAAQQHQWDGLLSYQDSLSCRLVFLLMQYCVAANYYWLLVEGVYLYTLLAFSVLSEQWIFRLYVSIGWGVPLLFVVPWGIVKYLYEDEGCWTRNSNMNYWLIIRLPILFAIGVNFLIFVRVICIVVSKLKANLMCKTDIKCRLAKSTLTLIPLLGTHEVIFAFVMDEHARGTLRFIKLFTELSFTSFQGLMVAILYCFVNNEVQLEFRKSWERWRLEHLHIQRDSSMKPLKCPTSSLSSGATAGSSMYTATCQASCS
GLP-1R inv ag: qHTS of GLP-1 Receptor Inverse Agonists (Inhibition Mode) | Glucagon-like peptide 1 receptor (Homo sapiens), P43220 | HEK293 GLP-1R CRE-luciferase, luminescence, 24 h; GLP-1R form is constitutively active | Potency, µM (highest dose often 38.3 µM), inactives show top-dose activity change, negative = inhibition, usual class: inhibitors | 1.6% of 410,000 active | AID 624417, 2012; further: on the % scale 0 is the no-effect control and ±100 the full control effect; nearly all actives have a fitted effect of over 55% in size
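HEK293 cells stably co-expressing constitutively active GLP-1R and a cAMP-responsive luciferase reporter were seeded in DMEM with 10% Nu serum, given compounds after 12 h, and incubated 24 h at 37 deg C. Luminescence was then read.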
Active calls of the source: *; ? = inconclusive; · = no result given; [ ] = another dose, or the depositor's remark. The call rests on the fitted dose curve; in most records, active means well fitted curve in the direction sought with a large enough effect; inconclusive means small, poorly fitted or top-dose-only effect, or another doubt; inactive means no such curve, though single readings can be large; an effect the other way counts as inactive or inconclusive. Potency means the concentration at half of the fitted maximal effect.

Codes: A = TDP-43 yeast inh; B = KB-3-1 tox; C = GLP1R cytotox; D = HT1080-NT tox; E = KB-V1 MDR tox; F = HT1080 IDH1KD tx; G = SW480 rereplic; H = GLP-1R agonist; I = GLP-1R inv ag
> O=C(O)c1c(Cl)c(Cl)c(Cl)c(Cl)c1C(=O)N1CCCCCC1
  A = 3%[9.22 µM]	B = 12%	C = -4%	D = 5%	E = 7%	F = 8%	G = -11%	H = 0%	I = 7%

> CCc1ccc(NC(=O)C(=O)NCc2ccccn2)cc1
  A = 12%	B = 14%	C = -3%[7.66 µM]	D = -4%	E = -25%	F = 13%	G = 2%	H = 3%	I = 20%[7.66 µM]

> CC(=O)Nc1ccc(NC(=O)C(C)OC(=O)CNC(=O)c2cccs2)cc1 (centres undefined)
  A = 14%	B = 1%	C = -2%	D = 5%	E = 6%	F = 3%	G = -9%	H = -3%	I = 12%

> N#Cc1c(N2CCN(C(=O)c3ccco3)CC2)nc(-c2ccccc2)c2c1CCCC2
  A = ?	B = -19%	C = -26%	D = ?	E = 21µM*	F = ?	G = 8%	H = 2%	I = -9%

> Clc1nssc1=Nc1nncs1
  A = -95%[inhibitor]	B = -3%	C = 6%	D = -1%	E = -1%	F = -10%	G = 2%	H = -4%	I = 18%

> Clc1ccccc1CN1CCN(CCCc2ccccc2)CC1
  A = -4%	B = -10%	C = 6%	D = -4%	E = -26%	F = -4%	G = -2%	H = 1%	I = ?

> CC(NC(=O)C(=O)NN=C1CCCCCCCCCCC1)c1ccccc1 (centres undefined)
  A = 2%	B = 3%	C = 0%	D = 15%	E = -7%	F = 8%	G = -5%	H = -10%	I = 6%

> Cc1cccc(-n2c(=O)c3ccccc3n(Cc3ccccc3)c2=O)c1
  A = 22µM*	B = 7%	C = -6%	D = ·	E = 8%	F = ·	G = ·	H = 0%	I = ?

> O=C1CC(N2CCN(c3ccc(F)cc3)CC2)C(=O)N1c1ccc2c(c1)OCO2 (centres undefined)
  A = 4%	B = 1%	C = 0%	D = 9%	E = 25%	F = 3%	G = 1%	H = 6%	I = 5%

> COc1ccc(NC(=O)CCN(c2ccc(OC)cc2)S(=O)(=O)c2ccc(C)c(C)c2)cc1
  A = 22%	B = 0%	C = -11%	D = -6%	E = 8.2µM*	F = -3%	G = 8%	H = 25%	I = ?

> CCn1c(=O)c(C(=O)Nc2cccnc2)c(O)c2ccccc21
  A = -51%[inhibitor]	B = 7%	C = 8%	D = 9%	E = 4%	F = 4%	G = -2%	H = 2%	I = -10%

> CCC/C(=N\NC(=O)C1CC1)c1ccc(Br)cc1
  A = 21%	B = -1%	C = 7%	D = -1%	E = ?	F = -7%	G = -4%	H = -5%	I = 14%

> COc1cc2nc(=S)n3[nH]c(COc4ccccc4C)nc3c2cc1OC
  A = 24%	B = ?	C = ?	D = 6%	E = 0.92µM*	F = -5%	G = -5%	H = -2%	I = -29%

> COc1ccc2c(CC(=O)NNC(=O)c3cccs3)coc2c1
  A = ?	B = 27%	C = -4%	D = 9%	E = 1%	F = 13%	G = -7%	H = 0%	I = 1%

> O=C(/C=C/c1cccs1)c1ccc(N2CCOCC2)cc1
  A = 0%	B = 0%	C = -9%	D = 1%	E = 1%	F = 2%	G = 4%	H = -10%	I = ?

> O=[N+]([O-])c1ccc(Cl)cc1CN1CCCCCC1
  A = ·	B = 3%	C = 0%	D = 4%	E = 41%	F = 4%	G = 20%[1.84 µM]	H = 7%	I = -11%

> Cc1ccc(NC(=O)Nc2cccc(C(F)(F)F)c2)nc1
  A = 1%	B = 29%	C = -21%	D = -10%	E = 2%	F = 15%	G = -13%	H = 17%	I = -9%

> Cc1cccc(Oc2ccc(Cl)cc2N)c1
  A = 1%	B = ?	C = -13%	D = -14%	E = 27%	F = -17%	G = -1%	H = 11%	I = ?

> CCOc1ccc(C)cc1S(=O)(=O)n1nc(C)cc1C
  A = 5%	B = 2%	C = -3%	D = ?	E = -20%	F = 7%	G = -14%	H = 8%	I = ?

> COc1ccc(C(=O)Nn2c(C)nc3ccccc3c2=O)cc1[N+](=O)[O-]
  A = 8%	B = 1%	C = 15%	D = -1%	E = 0%	F = 5%	G = -21%	H = 9%	I = 11%

> CC1CCC2(CC1)NC(=O)N(NC(=O)c1cc3ccccc3o1)C2=O (centres undefined)
  A = 3%	B = 0%	C = 1%	D = 1%	E = 19%	F = 2%	G = 0%	H = -4%	I = 16%

> O=c1oc2ccccc2c(O)c1C=NCc1ccccn1
  A = -6%	B = 5%	C = -17%	D = ?	E = 0%	F = ?	G = -2%	H = -15%	I = ?

> S=C(NCCc1ccccc1)N1CCCCC1
  A = ?	B = 22%	C = 2%	D = 13%	E = -19%	F = 4%	G = 0%	H = 12%	I = 8%

> O=C(CCCOc1ccccc1)Nc1cccc(S(=O)(=O)N2CCCCC2)c1
  A = 6%	B = 2%	C = -5%	D = 0%	E = 1%	F = 0%	G = -2%	H = -2%	I = ?

> COc1cc(/C=N/NC(=O)c2cc(C)oc2C)ccc1OCc1ccccc1
  A = 11%	B = 2%	C = -6%	D = -10%	E = 5%	F = -17%	G = 6%	H = 26%	I = ?

> Cc1ccc(NC(=O)c2cc(-c3ccccc3O)n[nH]2)cc1C
  A = -9%	B = -2%	C = -16%	D = 20%	E = ?	F = 12%	G = 0%	H = 14%	I = 39%[activator]

> COc1ccc(Nc2cc(Nc3ccccc3)ncn2)cc1
  A = 10%	B = 2%	C = -9%	D = 8%	E = 15%	F = 4%	G = 0%	H = 4%	I = 1%

> Cc1ccc(Nc2nc3c([nH]2)c(=O)[nH]c(=O)n3C)cc1
  A = 5%	B = 1%	C = 1%	D = -2%	E = 3%	F = -8%	G = -89%[inhibitor]	H = 4%	I = 14%

> Cc1ccc(N(Cc2cc3ccccc3[nH]c2=O)C(=O)c2cccs2)cc1
  A = 7%	B = -2%	C = 8%	D = 1%	E = ?	F = 0%	G = 1%	H = 4%	I = ?

> COc1ccc2c(c1)cc(C(=O)N[C@H](C(=O)N1CCC[C@H]1C(=O)O)C(C)C)n2C
  A = 20%	B = 0%	C = 1%	D = 0%	E = 14%	F = 7%	G = -7%	H = 7%	I = 17%

Other results follow:
Each structure is followed by: TDP-43 yeast inh | KB-3-1 tox | GLP1R cytotox | HT1080-NT tox | KB-V1 MDR tox | HT1080 IDH1KD tx | SW480 rereplic | GLP-1R agonist | GLP-1R inv ag
> Cc1ccc(C(=O)OCC(=O)N(Cc2ccccc2)C(C)C)cc1C
 : -3% | 6% | 12% | 0% | 21µM* | -5% | 2% | 14% | ?
> CCc1ccc(OCCCC(=O)O)c(Br)c1
 : -21% | -7% | 4% | 0% | -3% | 10% | 23% | -4% | 1%
> Cc1ccc(-n2c(N)c(C#N)c(-c3ccc(Cl)cc3)c(C#N)c2=O)cc1
 : 5% | 0% | -9% | -14% | 0% | -19% | -1% | 3% | ?
> O=C(Nc1ccccn1)c1ccc(Br)c(S(=O)(=O)N2CCCCC2)c1
 : -19% | -3% | 11% | 3% | ? | 2% | -5% | 12% | 0%
> O=C(O)C1CCCCC1C(=O)Nc1nc(-c2cccs2)cs1 (centres undefined)
 : 9% | 18% | 19% | -4% | -11% | -3% | 0% | -6% | 8%
> COc1ccc(NC(=O)c2c(-c3c(Cl)cccc3Cl)noc2C)cn1
 : 13% | · | -1% | ? | · | 2% | 1% | -2% | ?
> Cc1nnc(SCCN2CCOCC2)n1C
 : -2% | 3% | ? | 14% | -2% | 9% | ? | 0% | ?
> COc1ccc(S(=O)(=O)N2CCCC2)c(C)c1C
 : 26% | 0% | 1% | -7% | -13% | -11% | 1% | 5% | ?
> CC(=O)N[C@@H](CC(=O)O)C(=O)O
 : 15% | ? | 1% | -14% | -2% | -21% | -59%[inhibitor] | 0% | -37%
> CCCN1CCN(S(=O)(=O)c2c(C)[nH]c(C)c2C(=O)N2CCCCC2)CC1
 : 1% | ? | -7% | 13% | 15% | 25% | -10% | -4% | 0%
> COc1cc(/C=C(\C#N)c2nc3ccccc3[nH]2)ccc1OCc1ccccc1F
 : 8% | -4% | 68%[activator] | · | -4% | · | · | · | 9%
> NC1=NC(=O)/C(=C/c2ccc(Br)cc2)S1
 : 14% | -1% | -30% | 19% | 9% | 10% | -9% | -7% | 13%
> O=C1C(=O)N(CCN2CCOCC2)C(c2ccccn2)/C1=C(/O)c1ccc(F)cc1 (centres undefined)
 : -7% | -11% | 2% | 10% | 23% | 8% | -5% | -11% | 11%
> Cn1nnnc1SCC(=O)C(C)(C)C
 : -9% | -1% | -3% | 6% | 0% | 6% | -10% | 2% | 6%
> O=C(NC1CCCCC1NC(=O)c1cccs1)c1cccs1 (centres undefined)
 : 2% | 22% | 5% | 0% | 8% | 7% | -4% | -1% | 4%
> Cc1ccc(C)c(N2N=C(C(=O)OCc3nnc(-c4ccccc4Br)o3)CCC2=O)c1
 : -8% | -1% | 2% | -1% | -17% | -2% | · | -7% | 5%
> CC(CN1CCCCC1)OC(=O)C(C)(c1ccccc1)c1ccccc1 (centres undefined)
 : -13% | ? | ? | -31% | ? | -25% | 25% | -15% | ?

Laid out differently: results already given
mol	TDP-43 yeast inh	KB-3-1 tox	GLP1R cytotox	HT1080-NT tox	KB-V1 MDR tox	HT1080 IDH1KD tx	SW480 rereplic	GLP-1R agonist	GLP-1R inv ag
O=C(NC1CCCCC1NC(=O)c1cccs1)c1cccs1 (centres undefined)	2%	22%	5%	0%	8%	7%	-4%	-1%	4%
O=C1C(=O)N(CCN2CCOCC2)C(c2ccccn2)/C1=C(/O)c1ccc(F)cc1 (centres undefined)	-7%	-11%	2%	10%	23%	8%	-5%	-11%	11%
Cn1nnnc1SCC(=O)C(C)(C)C	-9%	-1%	-3%	6%	0%	6%	-10%	2%	6%
COc1cc(/C=C(\C#N)c2nc3ccccc3[nH]2)ccc1OCc1ccccc1F	8%	-4%	68%[activator]	·	-4%	·	·	·	9%
NC1=NC(=O)/C(=C/c2ccc(Br)cc2)S1	14%	-1%	-30%	19%	9%	10%	-9%	-7%	13%
